# High-throughput results (PubChem)
# AHR act: AHR activators, primary screen, cell-based, luminescence, luciferase reporter, human; AHR-responsive luciferase reporter cells; activation, % at 5 µM; hit rate 2.5% among 320,000; Aryl hydrocarbon receptor (Homo sapiens), P35869; in the data active = activation above about 47%;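 also: 0% = vehicle wells and 100% = reference agonist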
# MEP2-GFP yeast: modulators of MEP2-GFP levels in yeast, primary screen, S. cerevisiae, multiplex flow cytometry, MLPCN library; S. cerevisiae MEP2-GFP strain, 3 h; 100% = DMSO control level; GFP response vs DMSO, % at 10 µM; hit rate 0.51% among 330,000; AID 2016, 2009;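 active = GFP response versus DMSO above a set limit, roughly screen mean plus 3 SD, cut at about 180% in these data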;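 also: median GFP fluorescence of the barcode-gated MEP2-GFP cells per well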
# procasp3 activ: activators of human procaspase-3 D3A mutant, primary screen, biochemical, absorbance, PC-3 D3A mutant, single concentration; Caspase-3 (Homo sapiens), P42574; recombinant procaspase-3 D3A, Ac-DEVD-pNA absorbance 405 nm; activation, % at 8.5 µM; hit rate 0.11% among 330,000; AID 463141, 2010;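 active = activation above the mean of all tested compounds plus 3 SD, cut at about 21% in these data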;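 also: 0% = DMSO alone and 100% = DMSO wells spiked with extra 5 µM PC-3 D3A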
# Target sequence (P42574 whole entry D9A/D28A/D175A): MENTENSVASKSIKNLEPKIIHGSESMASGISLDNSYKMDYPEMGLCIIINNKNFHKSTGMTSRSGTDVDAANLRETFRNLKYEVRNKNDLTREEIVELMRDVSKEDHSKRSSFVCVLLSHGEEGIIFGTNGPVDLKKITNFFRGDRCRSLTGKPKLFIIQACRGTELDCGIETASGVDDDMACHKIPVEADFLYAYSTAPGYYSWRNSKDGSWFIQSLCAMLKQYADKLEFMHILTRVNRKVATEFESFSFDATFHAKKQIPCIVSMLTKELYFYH
#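 assay system = Procaspase-3 D3A mutant | signal = absorbance at 405 nm, 0 and 120 min | times = 1 h preincubation plus 2 h reaction at 25 °C | repeats = single replicate | read-out = % activation between DMSO and enzyme-spiked controls | medium = Zinc-free HEPES saline buffer with Triton X-100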
# Yeast superoxide: reduction of superoxide in aged yeast, primary screen, HTS; AID 2690, 2010; superoxide response (% of plate mean), % at 10 µM; S. cerevisiae aged cells, superoxide DHE fluorescence; active compounds read low; hit rate 0.18% among 330,000;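 active = superoxide response under a set limit, about three screen SD below normal, cut at about 65% in these data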;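 also: yeast aged for seven days with compound at 30 °C before DHE staining; 100% = average MFI of all compound-treated wells on the plate with controls excluded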
# proCasp7 act: procaspase-7 activators, primary screen, counter-screen for procaspase-3 activator project, biochemical, absorbance, HTS, human | Caspase-7 (Homo sapiens), P55210 | recombinant procaspase-7, Ac-DEVD-pNA absorbance 405 nm; D23A/D198A/D206A triple mutant, cannot self-cleave; scale: DMSO 0, 5 µM enzyme 100 | activation, % at 8.5 µM | hit rate 0.093% among 330,000 | AID 463210, 2010;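 active = percent activation above the screen-wide mean plus 3 SD, cut at about 25% in these data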
# Target sequence (P55210 whole entry D23A/D198A/D206A): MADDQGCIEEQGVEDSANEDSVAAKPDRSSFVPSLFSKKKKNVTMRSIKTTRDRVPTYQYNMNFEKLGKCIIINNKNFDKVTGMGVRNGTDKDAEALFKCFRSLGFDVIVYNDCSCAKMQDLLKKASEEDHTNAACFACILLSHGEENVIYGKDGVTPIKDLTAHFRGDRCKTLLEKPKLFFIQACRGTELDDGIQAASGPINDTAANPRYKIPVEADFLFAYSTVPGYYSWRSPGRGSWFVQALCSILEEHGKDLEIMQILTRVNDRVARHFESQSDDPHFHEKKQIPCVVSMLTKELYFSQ
#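 buffer or medium = Zinc-free HEPES/NaCl buffer, pH 7.4 | material = Procaspase-7 triple mutant (PC-7 D3A) | input = 2 µM procaspase-7 mutant as dispensed | signal = Epi-absorbance of released pNA at 405 nm, two timepoints | timing = 1 h preincubation, 2 h reaction | replicates = singlicate compound testing | evaluation = % activation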
# RPL19A-GFP yeast: RPL19A-GFP expression modulators in yeast, primary screen, cell-based, S. cerevisiae, multiplex flow cytometry, MLPCN; S. cerevisiae RPL19A-GFP strain, 3 h; active compounds read low; percent response vs DMSO, % at 10 µM; hit rate 0.3% among 330,000;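 active = percent response vs DMSO below 50%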;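 also: median channel GFP fluorescence of the barcoded RPL19A-GFP strain; ratio of sample median GFP to plate DMSO average so 100% = DMSO; lower means less RPL19A-GFP as with rapamycin TOR inhibition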
# GASC-1 inh: inhibitors of GASC-1 histone demethylase, primary screen, biochemical, fluorescence, DELFIA europium; Lysine-specific demethylase 4C (Homo sapiens), Q9H3R0; GST-JMJD2C(1-420) H3K9me3 demethylation; inhibition, % at 2.35 µM; hit rate 0.069% among 330,000;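 active = more than half of a compound's replicate wells show inhibition beyond 50%, single wells judged on their own value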;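 also: signal counts dimethyl H3K9 product captured on neutravidin plate; 0% = median of DMSO wells and 100% = 0.3 times that DMSO median; strong numbers were not always called active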
# Target sequence (Q9H3R0 1-420 limits assumed): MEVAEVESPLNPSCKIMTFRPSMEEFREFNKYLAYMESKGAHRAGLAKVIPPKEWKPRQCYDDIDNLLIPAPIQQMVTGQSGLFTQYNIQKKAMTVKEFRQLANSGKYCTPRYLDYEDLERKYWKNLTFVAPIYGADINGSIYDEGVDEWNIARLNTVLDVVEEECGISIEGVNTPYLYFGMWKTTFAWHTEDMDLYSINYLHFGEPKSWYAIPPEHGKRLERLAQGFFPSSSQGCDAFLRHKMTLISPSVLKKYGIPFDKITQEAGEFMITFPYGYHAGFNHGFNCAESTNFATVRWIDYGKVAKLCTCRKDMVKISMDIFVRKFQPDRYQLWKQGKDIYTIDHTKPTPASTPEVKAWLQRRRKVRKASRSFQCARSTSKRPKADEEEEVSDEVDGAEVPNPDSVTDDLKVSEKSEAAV
# LAP4 TOR yeast: modulators of LAP4-GFP expression in yeast, primary screen, S. cerevisiae, multiplex flow cytometry, MLPCN library; 3 h; median GFP as percent of DMSO wells; GFP response vs DMSO, % at 10 µM; hit rate 0.34% among 320,000; AID 2023, 2009;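 active = GFP response vs DMSO above a set limit, about the screen mean plus 3 SD, cut at about 150% in these data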
# * = called active by the depositor; & = joins results of further samples. Compounds as they come. About 3.8% of those tested had a hit in this group.
nr	SMILES	AHR act	MEP2-GFP yeast	procasp3 activ	Yeast superoxide	proCasp7 act	RPL19A-GFP yeast	GASC-1 inh	LAP4 TOR yeast
1	CCN(c1ccccc1)S(=O)(=O)c1ccc(Cl)c(NC(=O)CNC(C)c2ccccc2)c1 (stereo not given)	-1.1	99.4	2.9	82.4	6.1	97.1	-2.9	103.8
2	COc1ccc(-n2ccnc(SCC(=O)NCc3ccc(C)cc3)c2=O)cc1Cl	-5.0	98.8	-6.0	96.1	2.6	101.3	-3.5	112.2
3	Cc1ccc(Cn2cc(/C=N/Nc3ccc([N+](=O)[O-])cn3)c3ccccc32)cc1	10.3	92.4	-5.3	99.8	-26.1	109.0	0.5	91.9
4	Cc1ccc(C)c(OCC(=O)O/N=C(\N)c2cccc([N+](=O)[O-])c2)c1	-0.6	99.8	-1.7	94.7	6.3	98.8	7.0	111.3
5	O=C1CN(C(=S)NC(=O)c2ccccc2[N+](=O)[O-])CCN1	-2.8	97.3	-7.2	105.6	-0.2	101.0	4.7	92.8
6	CCOC(=O)C1CCCN(c2ccc(NC(=O)c3snc4c(=O)[nH]c(C)nc34)cc2)C1 (stereo not given)	-0.8	100.2	2.2	101.6	1.8	101.5	-1.7	106.1
7	CCOc1ccccc1NC(=O)c1cc(-c2cc(OC)c(OC)c(OC)c2)nc2ccccc12	13.1	87.5	-4.8	102.0	6.4	92.3	-0.2	101.0
8	CCCOC(=O)c1ccc(NC(=O)C(CC)CC)cc1	-1.0	100.8	-5.2	106.4	4.3	101.0	-2.6	90.5
9	CCOc1ccccc1/C=N/NC(=O)c1nnn(-c2nonc2N)c1CN1CCCCCC1	-0.1	128.7	-6.4	122.8	6.2	99.9	6.3	106.4
10	Cc1[nH]nc(-c2ccc(OCc3cnn(-c4ccccc4)c3)cc2O)c1Oc1ccc(Cl)cc1	19.5	100.5	11.8	89.5	10.9	100.3	1.5	96.2
11	COc1ccc(N2CC(C(=O)N/N=C/c3ccc(C)cc3)CC2=O)cc1 (stereo not given)	-0.6	120.2	14.5	92.6	1.3	103.8	-0.7	106.9
12	O=C(CN1CCN(c2ccc(O)cc2)CC1)NC(c1ccccc1)c1ccccc1	1.2	103.3	-7.6	83.0	-17.1	101.6	-22.5	97.7
13	CCc1cc(=O)oc2cc(OCC(=O)NCCN3CCOCC3)c(Cl)cc12	3.0	110.6	-3.1	85.7	-5.6	112.7	-1.8	110.0
14	Cc1nc2scc(-c3ccccc3)c2c(=O)n1/N=C/c1ccco1	3.4	105.3	1.3	99.4	1.2	99.1	2.8	99.1
15	COc1ccc(NS(=O)(=O)c2ccc(N3CCCC3)c(NC(=S)Nc3cccc(C)c3C)c2)cc1	2.9	93.3	-12.1	104.2	-14.1	103.7	6.4	101.6
16	COc1ccc(OCC(O)CN(C2CCCCC2)C2CCCCC2)cc1 (stereo not given)	0.1	100.3	6.9	101.1	8.7	97.5	0.8	100.2
17	CSc1nc(O)c(/C=C2\C=Nc3ccccc32)[nH]1	76.0*	106.4	0.8	92.0	-11.9	101.7	-7.4	107.2
18	CC(=O)c1cccc(CN2CCC(n3nccc3NC(=O)CCc3ccccc3)CC2)c1	-0.1	96.7	8.0	105.5	4.0	101.0	4.3	105.1
19	CCN(CC(=O)NCc1ccc(F)cc1)C(=O)CN1CCN(c2ccccc2OC)CC1	1.0	104.7	-2.7	86.8	4.3	102.1	0.3	97.8
20	CCOc1ccc(C(=O)Nc2ccc(Cc3ccncc3)cc2)cc1Br	-1.9	102.5	0.5	100.1	6.9	97.1	-14.4	101.7
21	Cc1ccc(N(CC(=O)NN=C2CCN(C)CC2)S(=O)(=O)c2ccc(C)cc2)cc1	2.2	99.5	0.9	98.1	0.2	97.7	2.1	106.8
22	CCc1nnc(NC(=O)CCc2ccccc2OC)s1	31.6	100.3	4.9	82.6	4.2	102.1	-8.9	98.2
23	CCCOc1ccc(C(=O)N2CCCC2C(=O)O)cc1 (stereo not given)	-0.1	105.3	0.0	109.1	-1.2	103.8	-6.4	104.0
24	COc1ccc(OC)c(/C=N/n2c(C)nc3ccccc3c2=O)c1	9.7	94.1	6.1	114.0	-7.2	96.8	3.6	105.0
25	Cc1ccccc1-n1nnnc1SCC(=O)NCC1CCCO1 (stereo not given)	0.6	107.5	6.2	100.2	-3.8	117.1	-3.0	101.5
26	CN(C)c1ccc(C(CNC(=O)c2ccccc2)c2c[nH]c3ccccc23)cc1 (stereo not given)	45.9	108.1	1.4	94.5	-7.5	108.6	-15.3	88.8
27	O=C(Cc1cccs1)NCc1ccco1	0.9	93.4	-11.7	106.0	-8.9	99.2	-0.4	94.5
28	COc1cccc(CN2CC(C(=O)N3CCN(c4ccc(Cl)cc4)CC3)CCC2=O)c1 (stereo not given)	-4.3	108.5	-2.6	97.0	2.8	102.7	-9.9	90.3
29	N#Cc1c(C(F)(F)F)cc(-c2cccs2)nc1SCc1ccc(Cl)nc1	5.6	109.7	-36.5	94.7	-60.0	102.5	-8.1	109.4
30	CCOC(=O)C1=C(C)N(C)C(=S)NC1c1ccccc1 (stereo not given)	0.8	94.2	-4.0	104.3	-1.5	99.4	2.1	89.8

# New compounds follow.
nr	SMILES	AHR act	MEP2-GFP yeast	procasp3 activ	Yeast superoxide	proCasp7 act	RPL19A-GFP yeast	GASC-1 inh	LAP4 TOR yeast
31	CC(C)NC(=O)/C(C#N)=C\c1ccc(N(C)C)o1	-3.7	116.2	-0.2	119.9	-3.7	104.4	-8.2	93.2
32	COc1ccc(CCN2C(=O)C(Oc3ccccc3C)C2c2ccc3c(c2)OCO3)cc1 (stereo not given)	1.2	121.0	7.2	104.0	1.1	97.9	3.1	100.5
33	COc1ccc(NC(=O)C2CCCO2)c(OC)c1 (stereo not given)	-0.9	111.5	-4.4	91.8	-6.2	106.8	0.6	100.5
34	NC(=O)CC[C@@H]1NC(=O)[C@@H]2CCCN2C(=O)c2cc([N+](=O)[O-])cc(I)c2NCCCC[C@@H](C(=O)NC(CC(=O)O)C(N)=O)NC1=O (stereo not given in full)	6.3	101.0	-4.8	96.6	-1.2	106.2	-4.8	111.2
35	CN(C)S(=O)(=O)N(CC(=O)N1CCN(Cc2ccccc2)CC1)c1ccccc1	0.3	93.4	-5.0	93.1	13.4	97.8	0.7	93.4
36	O=C1CCN(CCc2ccccc2)CCN1[C@H](CO)Cc1ccccc1	2.0	86.8	5.5	102.5	3.9	90.2	-33.6	122.3
37	O=C(CSc1nnnn1-c1ccc(C(=O)O)cc1)NC1CCCCC1	-1.3	99.4	-1.9	98.2	-1.7	102.6	-4.0	96.4
38	CCOC(=O)C1CCN(C(=O)COc2ccc(N(C)S(=O)(=O)c3cccs3)cc2)CC1	1.6	95.5	8.1	88.3	6.9	95.7	11.0&-7.1	97.7
39	COc1ccccc1N1CCN(C(=O)c2cc(C3CC3)on2)CC1	-1.4	110.8	3.0	97.2	2.9	96.4	1.4	104.8
40	O=C(c1ccc(COc2ccc(F)cc2)o1)n1cccn1	1.3	112.2	-4.8	104.2	3.5	107.5	-11.2	118.3
41	CCOc1ccc(CCNC(=O)CCc2nnc3ccc(N4CCOCC4)nn23)cc1	-1.4	104.7	0.3	83.4	12.5	99.8	7.1	101.7
42	CCSc1nnc(NC(=O)c2c(C)noc2C)s1	8.2	102.9	-4.5	87.2	-2.6	109.2	-7.5	108.3
43	CC(=O)c1cccc(NC(=O)c2ccc(N(C)S(C)(=O)=O)cc2)c1	11.2	105.5	0.6	96.0	-1.0	101.7	3.8	103.5
44	Brc1ccc(C2NCCS2)cc1 (stereo not given)	2.4	103.4	0.5	99.4	-0.4	110.5	-11.1	100.1
45	COc1ccc(C2C(C(=O)c3ccco3)=C(O)C(=O)N2CC2CCCO2)cc1 (stereo not given)	-1.6	95.4	-5.1	100.1	-6.4	94.6	-12.2	97.1
46	CCN(CC)S(=O)(=O)c1cccc(-c2n[nH]c(=S)n2/N=C/c2ccc(C(=O)OC)cc2)c1	5.2	107.7	-14.6	92.2	-20.9	101.7	-11.1	101.3
47	CSc1ccccc1NC(=O)CSc1cccc[n+]1[O-]	-0.1	93.5	0.3	102.7	4.8	96.2	15.6	89.3
48	COc1ccc(-c2csc3nc[nH]c(=O)c23)cc1OC	0.4	99.5	-7.1	103.7	3.6	104.8	3.2	91.7
49	O=C(c1cc(COc2ccc(F)cc2F)on1)N1C[C@H]2CC[C@H]1C2	-4.4	85.7	0.2	104.3	-10.3	90.9	-4.4	106.8
50	Cc1c(NC(=O)C(C)OC(=O)c2ccc(Br)o2)c(=O)n(-c2ccccc2)n1C (stereo not given)	-1.3	108.6	-2.2	100.5	9.4	106.9	3.7	108.6
51	N#Cc1cccc(S(=O)(=O)NCC(=O)NCc2ccc3c(c2)OCO3)c1	2.8	92.2	-4.0	100.8	-2.0	95.3	-0.6	90.2
52	COc1nc(C)nc(C)c1Oc1ccc(Cl)cc1Cl	-0.8	86.4	-12.4	111.5	6.6	96.7	-0.3	96.5
53	N=c1c(S(=O)(=O)c2ccccc2)cc2c(=O)n3ccccc3nc2n1Cc1ccco1	-2.7	115.4	-11.7	99.6	-5.6	103.7	4.9	111.7
54	Cn1c(CCN2CCN(c3ccccn3)CC2)nc2cc(NS(=O)(=O)c3ccc(Cl)cc3)ccc21	2.2	93.2	5.9	103.9	-10.4	97.7	-9.7	90.8
55	O=C(CSc1nc2ccccc2o1)N/N=C/c1ccco1	4.6	101.8	6.6	85.3	6.5	95.5	-0.2	94.2
56	Cn1c(SCC(=O)N2CCCc3ccccc32)nnc1-c1ccccc1	-0.6	99.2	6.2	98.3	2.6	115.7	-2.8	80.0
57	O=C(N/N=C/c1ccc([N+](=O)[O-])o1)c1cc(-c2ccncc2)nc2ccccc12	14.2	110.9	3.2	147.0	4.3	106.2	-3.8	108.3
58	O=C(c1[nH]ncc1-c1cccc(Br)c1)C1CO1 (stereo not given)	-1.2	94.7	-1.1	107.2	-3.3	92.3	12.6	115.5
59	CC(=O)Nc1ccc(C2NC(=S)N(c3ccccc3C(F)(F)F)C(C)=C2C(=O)N2CCOCC2)cc1 (stereo not given)	3.0	105.2	-4.0	89.5	-2.1	103.2	35.7	91.0
60	Nn1cnn(Cc2ccccc2)c1=S	2.5	96.2	-3.0	100.3	-6.2	97.7	-14.0	101.1

# Ordered by molecular weight (highest first): part of the list above
nr	SMILES	AHR act	MEP2-GFP yeast	procasp3 activ	Yeast superoxide	proCasp7 act	RPL19A-GFP yeast	GASC-1 inh	LAP4 TOR yeast
59	CC(=O)Nc1ccc(C2NC(=S)N(c3ccccc3C(F)(F)F)C(C)=C2C(=O)N2CCOCC2)cc1 (stereo not given)	3.0	105.2	-4.0	89.5	-2.1	103.2	35.7	91.0
38	CCOC(=O)C1CCN(C(=O)COc2ccc(N(C)S(=O)(=O)c3cccs3)cc2)CC1	1.6	95.5	8.1	88.3	6.9	95.7	11.0&-7.1	97.7
52	COc1nc(C)nc(C)c1Oc1ccc(Cl)cc1Cl	-0.8	86.4	-12.4	111.5	6.6	96.7	-0.3	96.5
